Source: PubChem (National Center for Advancing Translational Sciences (NCATS))
JMJD2A Tudor inh: qHTS Assay for Inhibitors of JMJD2A-Tudor Domain; AID 504339, 2011; 390,000 compounds, 4.4% hits; Potency, µM (doses to about 114 µM), inactives show at the highest dose activity change, negative = inhibition, usual class: inhibitors; Lysine-specific demethylase 4A (Homo sapiens), O75164; AlphaScreen JMJD2A-Tudor / H3K4me3 peptide binding; also: % is scaled to controls: 0 for no effect and ±100 for the full control effect; nearly all actives have a fitted effect of over 50% in size
APE1 inh: qHTS Assay for Inhibitors of the Human Apurinic/apyrimidinic Endonuclease 1 (APE1) | DNA repair nuclease/redox regulator APEX1 (Homo sapiens), P27695 | recombinant APE1, TAMRA/BHQ-2 abasic DNA cleavage fluorescence | Potency, µM (titrated, usually from 65.8 µM), inactives show at the top dose activity change, negative = inhibition, usual class: inhibitors | 350,000 compounds, 0.35% hits;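 also: plate controls were vehicle for no effect and reference inhibitor for full effect; nearly all actives have a fitted effect of over 55% in size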
Target sequence (P27695 whole entry, looked up): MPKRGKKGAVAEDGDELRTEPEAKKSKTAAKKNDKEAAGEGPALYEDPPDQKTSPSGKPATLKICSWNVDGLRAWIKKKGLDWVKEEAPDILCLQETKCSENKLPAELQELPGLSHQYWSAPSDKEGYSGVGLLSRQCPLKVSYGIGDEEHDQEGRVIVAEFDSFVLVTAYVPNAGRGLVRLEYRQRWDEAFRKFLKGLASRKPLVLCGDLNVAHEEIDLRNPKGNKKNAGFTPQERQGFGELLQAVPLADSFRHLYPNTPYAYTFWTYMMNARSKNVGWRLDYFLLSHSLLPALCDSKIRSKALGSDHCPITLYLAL
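Kinetic fluorescence read (525 ex/598 em nm, three reads 60 s apart) of AP-site incision; signal = third minus first read. Enzyme 0.75 nM, dual-labelled THF duplex 50 nM, compound preincubation 15 min RT.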
BAZ2B inh: qHTS Assay for Inhibitors of BAZ2B. Bromodomain adjacent to zinc finger domain protein 2B (Homo sapiens), Q9UIF8. AlphaScreen BAZ2B-H3K14Ac peptide displacement. Potency, µM (series often up to 114 µM), for inactives: at the top dose activity change, negative = inhibition, actives largely listed as inhibitors. 360,000 compounds, 4.4% hits. AID 504333, 2011; also: % is scaled to controls: 0 for no effect and ±100 for the full control effect; nearly all actives have a fitted effect of over 60% in size
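AlphaScreen luminescence quantifies BAZ2B engagement of H3K14Ac peptide; the protein and biotinylated peptide are both at 50 nM final, buffer PBS pH 7.4 with 0.01% Tween-20, all steps at room temperature.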
G9a block: qHTS Assay for Inhibitors of Histone Lysine Methyltransferase G9a | AID 504332, 2011 | 350,000 compounds, 8.8% hits | Potency, µM (doses to about 102 µM), for the others: top-dose activity, negative = inhibition, hits mostly inhibitors | Histone-lysine N-methyltransferase EHMT2 (Homo sapiens), Q96KQ7 | G9a H3K9 monomethylation, AlphaScreen, 2 h; also: % is scaled to controls: 0 for no effect and ±100 for the full control effect; nearly all actives have a fitted effect of over 75% in size
Target sequence (Q96KQ7 913-1193 limits assumed): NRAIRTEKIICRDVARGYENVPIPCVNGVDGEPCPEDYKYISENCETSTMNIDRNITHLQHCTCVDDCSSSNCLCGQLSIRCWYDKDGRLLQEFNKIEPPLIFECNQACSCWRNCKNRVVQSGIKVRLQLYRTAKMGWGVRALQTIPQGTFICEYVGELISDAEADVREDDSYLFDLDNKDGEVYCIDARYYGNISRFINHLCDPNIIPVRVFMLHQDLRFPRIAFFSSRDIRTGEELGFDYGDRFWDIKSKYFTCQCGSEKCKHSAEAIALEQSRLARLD
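AlphaScreen detection with an anti-monomethyl H3K9 antibody quantified product after a 2 h room-temperature reaction containing 500 nM biotinylated H3K9 peptide, 20 µM SAM and 20 nM enzyme, which had been preincubated 15 min with compound.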
POLK inh: qHTS for Inhibitors of Polymerase Kappa; AID 588579, 2011; purified Pol kappa, fluorescent DNA synthesis assay, 10 min; DNA polymerase kappa (Homo sapiens), Q9UBT6; Potency, µM (series often up to 107 µM), inactives show at the top dose activity, negative = inhibition, actives largely listed as inhibitors; 400,000 compounds, 0.53% hits; also: % is scaled to controls: 0 for no effect and ±100 for the full control effect
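Kinetic fluorescence readout at 0 and 10 min followed reaction start with substrate at 50 nM final. Beforehand, enzyme (10 nM Pol kappa) stood 15 min with compound at room temperature; buffer-only wells were negative controls.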
POLH inh: qHTS for Inhibitors of Polymerase Eta; DNA polymerase eta (Homo sapiens), Q9Y253; recombinant Pol eta, fluorescent DNA replication assay; Potency, µM (titrated, usually from 114 µM), for the others: top-dose activity change, negative = inhibition, most hits filed as inhibitors; 390,000 compounds, 1.2% hits; AID 588591, 2011; also: % is scaled to controls: 0 for no effect and ±100 for the full control effect
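Pol eta (10 nM) was preincubated with compounds for 15 min at room temperature, after which fluorescent replication substrate (50 nM final) was added to start the reaction. Fluorescence was read kinetically at 0 and 10 min.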
Pol beta inh: qHTS Assay for Inhibitors of DNA Polymerase Beta | Potency, µM (series often up to 114 µM), for inactives: at the highest dose activity change, negative = inhibition, usual class: inhibitors | 340,000 compounds, 1.3% hits | P06746 | Pol beta primer extension/strand displacement, fluorescence kinetic; also: % is scaled to controls: 0 for no effect and ±100 for the full control effect
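Values derive from four-parameter Hill fits of normalized kinetic data: reads at 0 and 10 min following addition of 50 nM substrate to 10 nM Pol beta preincubated 15 min with compound.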
BLM inh: qHTS Assay for Inhibitors of Bloom's syndrome helicase (BLM). Potency, µM (titrated, usually from 56.1 µM), for inactives: at the highest dose activity change, negative = inhibition, usual class: inhibitors. RecQ-like DNA helicase BLM (Homo sapiens), P54132. 350,000 compounds, 0.2% hits. recombinant BLM DNA unwinding, fluorescence dequenching;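 also: plate controls were vehicle for no effect and no enzyme for full effect; nearly all actives have a fitted effect of over 35% in size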
Pol iota inh: qHTS for Inhibitors of Polymerase Iota; AID 588590, 2011; Pol iota fluorescent replication assay, 10 min; DNA polymerase iota (Homo sapiens), Q9UNA4; Potency, µM (titrated, usually from 115 µM), inactives show at the highest dose activity, negative = inhibition, most hits filed as inhibitors; 390,000 compounds, 1% hits
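Pol iota at 10 nM preincubated 15 min with compounds at room temperature; reaction started with fluorescent substrate, 50 nM final. Fluorescence read kinetically at 0 and 10 min; buffer-only wells as negative control.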
The depositor's hits bear a star; ? = inconclusive; . = not tested or not shown; & = joins results of further samples; [ ] = dose if it differs, or a comment. Calls follow the shape of the dose curve; as a rule, active = well fitted curve in the direction sought with a large enough effect; inconclusive = small, poorly fitted or top-dose-only effect, or another doubt; inactive = no such curve, though single readings can be large; an effect the other way counts as inactive or inconclusive. Potency is read from the fitted curve at half-maximal effect. Some of the compounds tested, so the mix of outcomes need not match the whole.

Below each SMILES – JMJD2A Tudor inh	APE1 inh	BAZ2B inh	G9a block	POLK inh	POLH inh	Pol beta inh	BLM inh	Pol iota inh
CCOc1ccccc1C=NNC(=O)C(=O)NN=Cc1ccccc1OCC
    -10%	.	.	.	-1%	2%	.	.	4%
COc1ccc(CNC(=O)CN(C(=O)c2csnn2)c2cnc3ccccc3c2)cc1
    -11%	-7%	-8%	23%	-2%	-14%	11%	-2%	138%[activator]
CC(=O)N1CN(Cc2ccccn2)Cc2c1sc1c2CCCC1
    40µM*	9%	28µM*	?	1%	-4%	21%	-4%	25%
CCN(CC)C(CNC(=O)CSc1nnnn1-c1c(C)cccc1C)c1ccco1 (stereo not given)
    -20%	-15%	10%	2%	-17%	-7%	.	.	12%
Cc1ccc(NC(=O)CCC(=O)c2cccs2)cc1F
    -10%	37%	?	1%	-6%	5%	3%	-4%	35%[activator]
CCc1ccc(OCC(=O)c2c(O)c3ccccc3oc2=O)cc1
    -11%	0%	?	45µM*	-15%	-2%	-4%	1%	?
COc1ccc(-n2ncc3c(NCc4cccnc4)ncnc32)cc1
    -6%	-15%	2%	-7%	15%	-10%	-1%	0%	14%
O=C1CN(C(=O)COC(=O)c2c(F)cccc2Cl)c2ccccc2N1
    -12%	8%	.	.	1%	-10%	.	.	7%
O=[N+]([O-])c1ccccc1OCc1nc(-c2cccs2)no1
    4%	9%	-1%	1%	-13%	-27%	0%	-10%	64%[activator]
Cc1c(O)nc2sc3ccccc3n2c1=O
    .	-4%	2%	.	.	.	-4%	-6%	.
Cc1cc(C)cc(-n2ccn(CC(=O)c3ccc(F)cc3)c(=O)c2=O)c1
    -6%	.	-2%	4%[59 µM]	2%	-9%	4%	-1%	39%[activator]
CCn1c(CNC(=O)Cc2ccc(OC)cc2)n[nH]c1=S
    ?	1%	-22%	?	-2%	-11%	18%	0%	2%
O=C1/C(=C/c2ccco2)SC(=S)N1C1CCS(=O)(=O)C1 (stereo not given)
    ?	0%	50µM*	45µM*	?	-8%	13µM*	-3%	?
Cc1nnc(NC(=O)c2ccc(Br)o2)s1
    -19%	27%	1%	18%	?	-14%	8%	-5%	-28%
Cc1c(C(=O)NCc2ccccn2)oc2c(Cl)cccc12
    -6%	10%	-4%	-10%[12.7 µM]	-11%	-9%	.	.	4%
CN1C(=O)C(=O)/C(=C(/O)c2ccc(Br)cc2)C1c1ccc(Cl)cc1 (stereo not given)
    -15%	24%	-16%	-2%[0.501 µM]	13%	-13%	0%	-5%	18%
Cc1ccc(C)c(N2CCN(C(=O)Nc3cn(CC(C)C)c(=O)c4ccccc34)CC2)c1
    -29%	.	-19%[57.1 µM]	?	-12%	-12%	10%	-4%	47%[activator]
O=C(NCc1ccco1)C(=O)NCC1OCCCN1S(=O)(=O)c1ccccc1 (stereo not given)
    -15%	13%	-11%	-3%[59 µM]	-13%	-13%	9%	2%	12%
Fc1ccc(-c2nc3ccccn3c2NCc2ccc3c(c2)OCO3)cc1
    ?	21%	.	?	-3%	-6%	0%	-3%	5%
C/C(Cl)=C\Cn1c(O)c(N=O)c2ccccc21
    -19%	3%	-21%	3%	-10%	4%	-3%	-27%	53%[activator]

Full records as entered above. Order of values: JMJD2A Tudor inh | APE1 inh | BAZ2B inh | G9a block | POLK inh | POLH inh | Pol beta inh | BLM inh | Pol iota inh
Cc1ccc(NC(=O)CCC(=O)c2cccs2)cc1F is listed with -10% | 37% | ? | 1% | -6% | 5% | 3% | -4% | 35%[activator]
COc1ccc(-n2ncc3c(NCc4cccnc4)ncnc32)cc1 is listed with -6% | -15% | 2% | -7% | 15% | -10% | -1% | 0% | 14%
Cc1c(O)nc2sc3ccccc3n2c1=O is listed with . | -4% | 2% | . | . | . | -4% | -6% | .
Fc1ccc(-c2nc3ccccn3c2NCc2ccc3c(c2)OCO3)cc1 is listed with ? | 21% | . | ? | -3% | -6% | 0% | -3% | 5%
O=C1/C(=C/c2ccco2)SC(=S)N1C1CCS(=O)(=O)C1 (stereo not given) is listed with ? | 0% | 50µM* | 45µM* | ? | -8% | 13µM* | -3% | ?

(listing goes on)
Below each SMILES – JMJD2A Tudor inh	APE1 inh	BAZ2B inh	G9a block	POLK inh	POLH inh	Pol beta inh	BLM inh	Pol iota inh
CCc1ccc(CN(C)C(=O)C2CCC(=O)N(Cc3ccccn3)C2)cc1 (stereo not given)
    7%	8%	3%	.	7%	-25%	50%	1%	8%
CCOC(=O)Nc1ccc2c(COC(=O)c3ccccc3O)cc(=O)oc2c1
    -12%	17%	2%	16%	-3%	-5%	-28%	-5%	-14%
COc1cccc(NC(=O)c2ccc(Cn3cc([N+](=O)[O-])cn3)o2)c1
    -12%	-3%	-3%	3%[59 µM]	-10%	-11%	11%	1%	4%
O=[N+]([O-])c1ccc(N2CCN(c3ccc(F)cc3)CC2)nc1
    -21%	24%	-2%	0%	-6%	-7%	0%	-6%	?
O=C(/C=C/c1cccs1)NNC(=O)c1ccccc1
    -5%	52%[activator]	5%	13%[2.33 µM]	11%	-3%	.	.	10%
COc1ccc2nc(NC(=O)c3cccc(S(=O)(=O)N4CCOCC4)c3)sc2c1
    8%	-7%	-26%	16%	5%	-12%	-22%	1%	27%
CSc1ccc(OC2CCCCC2NS(=O)(=O)c2ccccc2)cc1 (stereo not given)
    ?	0%	-35%	-7%[59 µM]	-7%[60.1 µM]	-2%	-9%	-9%	-8%
CN(C)S(=O)(=O)c1ccc2nc(NC(=O)c3cccs3)sc2c1
    -3%	-5%	?	?	-6%	-3%	10%	-5%	-14%
CC12CN3CCN(CC(C3)C1(O)CN1CCCCC1)C2 (stereo not given)
    5%	6%	5%	-8%[59 µM]	-12%	-21%	13%	2%	13%
Cc1ccc(C2CC(=O)Nc3cc4c(cc32)OCCO4)cc1Br (stereo not given)
    ?	.	?	?	-8%	-19%	2%	-12%	56%[activator]
Cc1ccc(CCNC(=O)C2CCN(c3nnc(-n4cccc4CNc4ccc(C)cc4)s3)CC2)cc1
    -31%	.	-9%	-7%[59 µM]	-7%	.	14%	-10%	12%
O=C(Nc1cccc2ccccc12)c1cnccn1
    -4%	5%	-1%	-12%[59 µM]	8%	-11%	0%	-3%	-4%
CC(=O)N1CC(=O)N(c2ccccc2)C1=O
    -13%	18%	-2%	35%	-11%	-19%	22%	2%	1%
CC(C)(C)C(=O)NCCc1nc(-c2ccccc2)no1
    -14%	.	.	.	-5%	-8%	.	.	-3%
COc1ccc(C2/C=C\CN(CC(C)C)CC(=O)N2Cc2ccc(F)cc2)cc1 (stereo not given)
    -30%&-30%	-1%&0%	-11%	-30%[59 µM]	-24%&-16%	-13%	0%	-8%&-7%	-11%&7%
COc1ccc(C(=O)N(C)C(C)c2ccon2)cc1OC1CCN(C(C)C)CC1 (stereo not given)
    -5%	16%	0%	25%	2%	-16%	-19%	0%	16%
COc1ccc(-n2c(C)cc(/C=C3/SC(=O)N(CC(=O)N4CCOCC4)C3=O)c2C)cc1
    -17%	2%	-3%	-3%[59 µM]	-6%	-15%	8%	-6%	-9%
CCOc1ccc(NC(=O)CCN2CCCCC2)cc1
    -6%	6%	1%	16%[59 µM]	6%	-16%	3%	1%	15%
CCOC(=O)N1CCN(S(=O)(=O)c2ccc(C(=O)Nc3nnc(C4CC4)o3)cc2)CC1
    50µM*	-1%	22µM*	17%[59 µM]	-2%	-19%	27%	-1%	124%[activator]
COC(=O)c1ccc(-c2nc(CN3CCCN(C(=O)c4ccco4)CC3)c(C)o2)cc1
    -12%	9%	-11%	.	7%	9%	-1%	0%	-21%
Cc1nnc(Sc2cc(C(=O)NC3CC3)c3ccccc3n2)s1
    -13%	-3%	2%	3%	-6%	3%	0%	4%	4%
Cc1ccc(COC(=O)c2cc([N+](=O)[O-])ccc2N2CCOCC2)cc1
    .	21%	-29%	-3%	.	.	-9%	-7%	.
C=C(C)C1CCC(C)=C1COC(=O)Nc1ccccc1 (stereo not given)
    116%[activator]	-3%	120%[activator]	202%[activator]	-13%	-27%	5%	-11%	15%
CCOC(=O)c1cn2ccc(C)cc2n1
    ?	11%	5%	11%[0.501 µM]	-6%	-17%	?	-4%	12%
COc1ccc(CNC(=O)CC2N=C3c4ccccc4N=C(SCC(=O)Nc4ccc(C(C)C)cc4)N3C2=O)cc1 (stereo not given)
    -29%	.	-15%	-7%[59 µM]	-6%[60.1 µM]	-14%	0%	-3%	-8%
CC(C)Nc1cc(C(F)(F)F)nc(-c2ccccn2)n1
    -17%	4%	1%	24%	-17%	3%	9%	-2%	15%
Cc1cc(-c2ccccc2)nc(N/N=C/c2ccc(O)cc2)n1
    -25%	-8%	-31%	2%[0.501 µM]	-1%	?	.	.	19%
Cc1ccc(S(=O)(=O)N2CCCCC2CCNC(=O)C(=O)NCc2ccccc2C)cc1 (stereo not given)
    -19%	-16%	10%	-1%	-5%	-8%	.	.	12%
C/C(=N\NC(=O)c1nnn(-c2nonc2N)c1-c1ccc(Cl)c(Cl)c1)c1ccncc1
    -20%	3%	-6%[57.1 µM]	25%	-14%	-4%	2%	0%	3%
Cn1cc(C(=O)N/N=C/c2ccc(Br)c([N+](=O)[O-])c2)c2ccccc21
    -8%	-3%	-10%	-20%	-3%	0%	6%	-5%	29%
O=C(NNC(=S)NC(=O)c1cccnc1)c1ccccc1
    ?	-1%	4%[57.1 µM]	28µM*	-7%	-14%	3%	-1%	?
